# Screens deposited in PubChem BioAssay by National Center for Advancing Translational Sciences (NCATS).
# TSHR antagonist: human thyrotropin receptor antagonism. P16473. TSHR-expressing cells, TSH-stimulated cAMP HTRF, 2 h; stronger effect = lower value. activity change, negative = inhibition, % at 11.5 µM. actives 0.2% (n = 330,000). AID 504810;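 active = activity change below a set negative limit, meaning inhibition stronger than a set level, cut at about -70% in these data; inconclusive = activity change between two set negative limits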; also: % is scaled to controls: 0 for no effect and ±100 for the full control effect
#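 TSHR-expressing cells were treated with compounds, then stimulated with TSH at EC80 (4nM final) for 2 hours at 37 deg C. Cellular cAMP was measured by HTRF competition between lysate cAMP and cAMP-d2 for a cryptate-labelled anti-cAMP antibody.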
# A-T KAP1 phos: candidate therapy for ataxia-telangiectasia | […] A-T fibroblasts, KAP-1 phosphorylation AlphaLISA; neocarzinostatin DNA damage 30 min before lysis | Potency, µM (titrated, usually from 57.5 µM), for the others: top-dose activation, most hits filed as activators | actives 0.19% (n = 320,000); also: potency is read from the fitted curve at half-maximal effect; % of control where 0% means no effect; nearly all actives have a fitted effect of over 45% in size
#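 hTERT-immortalized A-T patient fibroblasts ([…]), 500 cells/well in OPTI-MEM, 1% FBS, got compounds for 60 min, then NCS for 30 min at 37C. Lysates were then assayed for phospho-KAP-1 by AlphaLISA (anti-pKAP1 donor, anti-KAP1 acceptor beads), 6 hr at 25C.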
# TCR act: activators of T cell receptors; primary human leukocytes, anti-CD3, IL-2 HTRF, 48 h; Potency, µM (highest dose often 9.22 µM), without a hit: at the highest dose activation of IL-2 secretion, usual class: activators; 330,000 tested, under 10 active; AID 504894; also: % of control where 0% means no effect
#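 Primary human leukocytes were stimulated with a-CD3 beads plus compounds for 48 hr without co-stimulation; secreted IL-2 was quantified by HTRF using a-IL-2-K (europium cryptate) and a-IL-2-d2, excited at 320nm with acceptor emission read at 665nm.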
# Eya2 phos inh: Eya2 (human) phosphatase inhibition | Potency, µM (titrated, usually from 76.9 µM), inactives show top-dose activity, negative = inhibition, usual class: inhibitors | O00167 | recombinant Eya2, OMFP fluorescence dephosphorylation (OMFP is methylfluorescein phosphate) | actives 0.006% (n = 330,000); also: potency is read from the fitted curve at half-maximal effect; % is scaled to controls: 0 for no effect and ±100 for the full control effect
#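 Eya2 (0.2 uM) preincubated 10 min at ambient with compound, then OMFP substrate added at 50 uM; 10 min reaction in 50 mM HEPES pH 7.5, 50 mM NaCl, 5 uM MgCl2, 0.05% BSA, 1 mM DTT. Fluorescence read at Ex 485/Em 525 nm.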
# Mito fusion act: mitochondrial division inhibition or fusion activation; Potency, µM (top dose mostly 46.1 µM), for the others: at the highest dose growth rescue (activation), usual class: activators; actives 0.23% (n = 320,000); AID 485298; S. cerevisiae fusion-defective mutant growth rescue, CellTiterGlo 48 h;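 also: potency is read from the fitted curve at half-maximal effect; % of control where 0% means no effect; nearly all actives have a fitted effect of over 45% in size; temperature-sensitive fusion mutants such as fzo1-1 at 37 °C on non-fermentable ethanol glycerol medium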
#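 Growth-rescue viability read-out: after 48 h at the non-permissive 37C in glycerol/ethanol YPEG, yeast mitochondrial fusion mutants are measured by CellTiterGlo luminescence; compounds (23 nl pinned per well) restoring growth score as division inhibitors or fusion activators.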
# ELG1 DNA repair: inhibitors of ELG1-dependent DNA repair in HEK293T cells; HEK293T ELG1-luciferase reporter, luminescence, 16 h; DNA damage induced by 5-fluorouridine; Potency, µM (doses to about 46.1 µM), inactives show at the highest dose activity change, negative = inhibition, actives largely listed as inhibitors; actives 2.3% (n = 330,000); AID 504467; also: potency is read from the fitted curve at half-maximal effect; % is scaled to controls: 0 for no effect and ±100 for the full control effect; nearly all actives have a fitted effect of over 55% in size
#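 Overnight (16 hr) co-exposure of 2,000 cells/well to 5-fluorouridine and compound at 37 °C preceded detection. Luciferase was quantified via ONE-Glo luminescence; loss of signal denotes inhibition.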
# KCNH2 3.1 inh: KCNH2 3.1 (human) potassium channel inhibition; actives 0.95% (n = 340,000); activity change, % (tested at about 1.8 µM); U2OS KCNH2 3.1, thallium flux FluxOr; stronger effect = lower value;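 active = maximum activity change below -70%; inconclusive = maximum activity change from -70% to -50%; inactive = maximum activity change above -50%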;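 also: thallium influx rate constant from kinetic fluorescence after stimulation buffer; % is scaled to controls: 0 for no effect and ±100 for the full control effect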
#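 Measured as rate of thallium-driven FluxOr signal in transduced U2OS cells carrying the 3.1 channel, read kinetically for 2 min upon stimulation; values are rate constants scaled to DMSO control wells.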
# TRPV1 ag: human TRPV1 agonism; Q8NER1; TRPV1-expressing cells, Fluo-8 calcium influx, agonist mode; activation, % at 8.33 µM; actives 0.19% (n = 320,000); AID 540275; in the data active = activation above about 80%; inconclusive = between about 30% and that limit; also: 0% is about no effect
# Target sequence (Q8NER1 whole entry, looked up): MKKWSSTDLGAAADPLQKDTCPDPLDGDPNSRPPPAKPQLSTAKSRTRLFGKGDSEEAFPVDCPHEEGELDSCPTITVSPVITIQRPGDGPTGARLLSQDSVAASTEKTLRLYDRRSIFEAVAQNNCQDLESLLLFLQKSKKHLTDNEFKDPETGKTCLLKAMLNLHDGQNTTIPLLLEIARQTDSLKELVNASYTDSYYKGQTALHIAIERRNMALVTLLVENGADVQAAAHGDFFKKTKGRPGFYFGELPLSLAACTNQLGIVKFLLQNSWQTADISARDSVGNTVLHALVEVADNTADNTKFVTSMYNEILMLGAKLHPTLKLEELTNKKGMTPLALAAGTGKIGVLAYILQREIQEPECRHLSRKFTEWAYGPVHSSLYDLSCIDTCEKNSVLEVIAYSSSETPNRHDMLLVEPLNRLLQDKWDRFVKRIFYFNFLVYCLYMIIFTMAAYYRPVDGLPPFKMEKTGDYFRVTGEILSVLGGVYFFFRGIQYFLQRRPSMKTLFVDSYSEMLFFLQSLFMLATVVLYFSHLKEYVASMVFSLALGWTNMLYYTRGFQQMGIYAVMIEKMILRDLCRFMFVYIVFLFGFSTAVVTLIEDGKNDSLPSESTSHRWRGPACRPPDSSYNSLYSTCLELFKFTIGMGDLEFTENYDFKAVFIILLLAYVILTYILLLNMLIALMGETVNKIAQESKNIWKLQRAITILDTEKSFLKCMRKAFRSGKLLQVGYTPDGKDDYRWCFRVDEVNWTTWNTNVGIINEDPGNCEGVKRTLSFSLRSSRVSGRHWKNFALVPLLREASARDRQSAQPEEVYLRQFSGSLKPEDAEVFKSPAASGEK
#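 TRPV1-expressing cells were cultured overnight at 35.5C and loaded with Fluo-8 calcium dye for 40 to 90 min at room temperature. After a 10 s baseline, compound was added and calcium influx was read kinetically for 3 min (ex 480/em 520 nm).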
# USP2a block: USP2a (human) protease inhibition; O75604; USP2 core, Ub-CHOP2 coupled fluorogenic reporter, 485/531; Potency, µM (series often up to 38.3 µM), inactives show at the highest dose activity change, negative = inhibition, actives largely listed as inhibitors; actives 0.01% (n = 330,000);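 also: potency is read from the fitted curve at half-maximal effect; plate controls were DMSO wells for no effect and full inhibition by NEM control for full effect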
#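 Cell-free coupled assay: 10nM USP2 core preincubated 30min RT with compound in Tris-HCl pH 8.0/CaCl2/CHAPS buffer, then 25nM Ub-CHOP2 and 25nM reporter substrate; fluorescence (Ex 485/Em 531) read after 60min RT, normalized to NEM inhibition, concentration-response curves fitted.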
# hERG WT inh: KCNH2 (human, wildtype) channel inhibition. Q12809. U2OS, BacMam KCNH2, thallium flux FluxOr; stronger effect = lower value. activity change, % at 1.84 µM. actives 0.37% (n = 340,000). AID 720551;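 active = maximum activity change below -70%; inconclusive = maximum activity change between -70% and -50%; inactive = maximum activity change above -50%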; also: % is scaled to controls: 0 for no effect and ±100 for the full control effect
#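 U2OS cells transduced with wild-type KCNH2 virus are loaded with FluxOr dye for 45 min, and thallium flux is measured in kinetic reads before and after stimulation buffer. Rate constants are normalized to DMSO controls.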
# Numbers without * were called inactive; i = inactive; ? = inconclusive; / = no result given; [ ] = another dose, or the depositor's remark. Unless noted, calls follow the shape of the dose curve; as a rule, active = well fitted curve in the direction sought with a large enough effect; inconclusive = small, poorly fitted or top-dose-only effect, or another doubt; inactive = no such curve, though single readings can be large; an effect the other way counts as inactive or inconclusive.
item	Structure	TSHR antagonist	A-T KAP1 phos	TCR act	Eya2 phos inh	Mito fusion act	ELG1 DNA repair	KCNH2 3.1 inh	TRPV1 ag	USP2a block	hERG WT inh
1	O=C1OCCC1Sc1nnc(-c2ccc(O)cc2)o1 (configuration not stated)	14	-3%	5%	12%	-5%	3%	4	-6	0%	3
2	C=CCc1c(C)nc(SCCC)[nH]c1=O	1	6%	-15%	-6%	1%	12%	1	3	2%	1
3	COc1ccc(CNCC(O)(c2ccccc2)c2ccc(F)cc2)cc1OC (configuration not stated)	-4	0%	6%	2%	-12%	-15%	0	1	-8%	-16
4	NNc1ccc2nnc(C(F)(F)C(F)(F)C(F)(F)F)n2n1	-1	-2%	-6%	-5%	-1%	-2%	4	5	11%	i
5	COc1ccc(C2C(C(=O)c3cccs3)=C(O)C(=O)N2c2cccc(C)n2)cc1OC (configuration not stated)	1	-4%	0%	0%	-6%	13%	17	-1	5%	-13
6	COc1cc(OC)cc(C(=O)N[C@H](C(=O)OCC(=O)NC(C)c2ccccc2)C(C)C)c1 (some centres not stated)	9	-2%	-1%[46.1 µM]	-9%	1%	-3%	3	3	0%	2
7	COc1ccc2oc(C(=O)OC(C)C(=O)Nc3ccc(N4CCOCC4)cc3)c(C)c2c1 (configuration not stated)	-1	-12%	-31%	6%	4%	-26%	-8	8	0%	?
8	CCCCN(C)S(=O)(=O)c1ccc(C(=O)N(CCN(C)C)c2nc3ccc(C)cc3s2)cc1	2	20%	-1%	15%	21%	?	23	4	1%	/
9	COc1ccc(CCNC(=O)Cn2nc([N+](=O)[O-])c(Br)c2C)cc1OC	-3	1%	1%[46.1 µM]	5%	-7%	-11%	2	-2	2%	-2
10	O=C(CN1CCc2ccccc2C1)NC1CCCC1	-7	1%	1%	-19%	4%	1%	29	7	-5%	/

# Overlap with the part before: seven compounds, followed by the next part.
item	Structure	TSHR antagonist	A-T KAP1 phos	TCR act	Eya2 phos inh	Mito fusion act	ELG1 DNA repair	KCNH2 3.1 inh	TRPV1 ag	USP2a block	hERG WT inh
4	NNc1ccc2nnc(C(F)(F)C(F)(F)C(F)(F)F)n2n1	-1	-2%	-6%	-5%	-1%	-2%	4	5	11%	i
5	COc1ccc(C2C(C(=O)c3cccs3)=C(O)C(=O)N2c2cccc(C)n2)cc1OC (configuration not stated)	1	-4%	0%	0%	-6%	13%	17	-1	5%	-13
6	COc1cc(OC)cc(C(=O)N[C@H](C(=O)OCC(=O)NC(C)c2ccccc2)C(C)C)c1 (some centres not stated)	9	-2%	-1%[46.1 µM]	-9%	1%	-3%	3	3	0%	2
7	COc1ccc2oc(C(=O)OC(C)C(=O)Nc3ccc(N4CCOCC4)cc3)c(C)c2c1 (configuration not stated)	-1	-12%	-31%	6%	4%	-26%	-8	8	0%	?
8	CCCCN(C)S(=O)(=O)c1ccc(C(=O)N(CCN(C)C)c2nc3ccc(C)cc3s2)cc1	2	20%	-1%	15%	21%	?	23	4	1%	/
9	COc1ccc(CCNC(=O)Cn2nc([N+](=O)[O-])c(Br)c2C)cc1OC	-3	1%	1%[46.1 µM]	5%	-7%	-11%	2	-2	2%	-2
10	O=C(CN1CCc2ccccc2C1)NC1CCCC1	-7	1%	1%	-19%	4%	1%	29	7	-5%	/
11	COC(=O)CSc1nnc(-c2sc3cc(OC)ccc3c2Cl)n1C	-25	-4%	3%	1%	-1%	-24%	13	6	3%	4
12	Cc1cccc2c1CC(C)(C)N/C2=C\C(N)=O	-6	-3%	-6%[46.1 µM]	-5%	-2%	?	-5	-6	4%	0
13	Cc1c(O)ccc(/C=N/Nc2nc(-c3cccnc3)nc3ccccc23)c1O	-24	-13%	1%	4%	-5%	5.2µM*	11	6	1%	-1
14	c1ccc(-c2cc3n(c2)CCc2ccccc2-3)cc1	-10	-2%	-5%[46.1 µM]	3%	0%	?	-19	5	5%	2
15	O=C(O)CCN(CCC(=O)O)c1ccccc1	2	2%	-2%	-2%	-1%	-1%	2	1	0%	-9
16	Cc1cc(C)c(C#N)c(SCc2nnc(-c3ccccc3[N+](=O)[O-])o2)n1	10	1%	-23%	8%	?	?	2	2	4%	0
17	O=C(N/N=C/c1ccc([N+](=O)[O-])s1)c1ccccc1Br	-27	2%	/	7%	2%	-28%	8	23	0%	0
18	O=c1c2ccccc2c(C=NCCCN2CCOCC2)c(O)n1Cc1ccccc1	6	14%	-12%	-7%	-5%	11%	-6	?	-2%	7
19	O=C(O)/C=C/C(=O)Nc1ccc(Oc2ccc(NC(=O)/C=C/C(=O)O)cc2)cc1	7	6%	-3%[46.1 µM]	8%	-1%	9%	/	-1	0%	/
20	CNS(=O)(=O)c1cccc(C(=O)OCC(=O)N2c3ccccc3NC(=O)C2(C)C)c1	?	-5%	12%	-2%	-3%	3%	12	-1	2%	7
21	CCCCN(CC)CCNC(=O)c1cc2c(=O)[nH]c3ccccc3c2s1	-1	-3%	-3%	-22%	2%	7%	15	2	2%	0
22	CCOC(=O)c1c(-c2ccccc2)csc1NC(=S)NC(=O)c1ccccc1	5	2%	3%	-22%	9%	-14%	-1	12	2%	1
23	COC(=O)C1=C(C)NC(=O)NC1/C=C/c1ccccc1 (configuration not stated)	9	1%	-5%	-1%	-6%	5%	-4	9	0%	2
24	COCCCN1CN(Cc2ccccc2)CNC1=S	2	1%	1%[46.1 µM]	6%	-9%	1%	10	0	1%	1
25	O=C(Nc1cccc(F)c1)N1CCN(C/C=C/c2ccccc2)CC1	2	-2%	4%	-2%	-1%	?	-22	?	1%	30
26	CN(CCO)C1=CC(=O)CC(C)(C)C1	-7	/	-7%[46.1 µM]	-3%	1%	21%	-2	-2	1%	0
27	COCc1nnc(NC(=O)c2ccc(S(=O)(=O)N(C)c3ccccc3)cc2)o1	-3	4%	-1%	-1%	2%	1%	2	-1	0%	-3
28	CCC(C(=O)NC(C)(C)C)N(Cc1ccco1)C(=O)Cn1nnc(-c2ccc(F)cc2)n1 (configuration not stated)	-17	2%	0%	-11%	26%	?	8	14	5%	10
29	Cc1cccc(NC(=O)c2sc(Cl)nc2C)c1C	24	9%	2%[46.1 µM]	2%	-3%	10%	5	-2	1%	12
30	COc1ccccc1N=c1scc(-c2ccc3c(c2)NC(=O)CO3)n1CC1CCCO1 (configuration not stated)	-1	-4%	1%	-5%	5%	16µM*	-30	16	-1%	6
31	Cc1ccc(NC(=O)C(=O)NCCN2CCN(S(=O)(=O)c3ccccc3)CC2)cc1C	-6	-6%	-1%	7%	2%	?	-5	-2	0%	5
32	O=C(O)c1ccc(-c2ccccc2)[nH]c1=O	-3	2%	0%	-17%	0%	20%	-14	-2	-3%	-15
33	COc1ccccc1CNC(=O)C(C)Sc1ccsc1[N+](=O)[O-] (configuration not stated)	-12	1%	-1%	1%	-5%	-5%	-7	5	3%	1
34	COc1ccc(CC(NC(C)=O)C(=O)NC2CCN(C(=O)c3ccccc3F)CC2)cc1 (configuration not stated)	-6	2%	4%	6%	3%	14%	-5	-2	-1%	11
35	O=C(CSc1ccc([N+](=O)[O-])cn1)Nc1nccs1	4	0%	6%	-2%	-4%	0%	-1	0	0%	-19
36	CCC(=O)Nc1ccc(NC(=O)CN2CCCC(C)C2)c(Cl)c1 (configuration not stated)	-9	3%	4%	-1%	6%	6%	20	9	3%	8
37	CCc1ccc(/C=N/NC(=O)c2nnn(-c3nonc3N)c2C(C)C)cc1	-1	-4%	8%	-7%	-2%	9%	1	17	-1%	-3
38	COCCn1c(SCc2nc3ccccc3s2)nc2ccccc21	-6	6%	5%	0%	-1%	?	-3	22	0%	-6
39	COC(=O)CSc1nnc(-c2ccoc2C)n1-c1ccc(C)cc1	-4	-7%	2%	-8%	-1%	6%	3	16	0%	5
40	Cc1cc(C)nc(NNC2=CC(=[N+]3CCCCC3)CC(C)(C)C2)n1	3	-3%	-1%	17%	1%	-3%	6	-2	-1%	6
41	COc1cc(NC(=O)N[C@@H](CCSC)C(=O)O)cc(OC)c1	-31	8%	7%	-4%	5%	?	-6	-2	0%	-5

# An excerpt; the hit share may differ from the screen's.
